ATG4B inh: inhibitors of human ATG4B cysteine protease | Q9Y4P1 | ATG4B cleavage of LC3-PLA2, NBD-HPC fluorescence, 1 h | inhibition, % at 8.33 µM | 340,000 tested, 0.51% active; in the data active = inhibition above about 40%
SENP8 inh: SENP8 (human) protease inhibition; recombinant SENP8, Nedd8 substrate fluorescence; inhibition, % at 20 µM; 360,000 tested, 0.64% active; AID 602440; in the data active = inhibition mostly above about 40%, no sharp cut-off; inactive = mostly below about 27%
Target sequence (Q96LD8 whole entry, looked up): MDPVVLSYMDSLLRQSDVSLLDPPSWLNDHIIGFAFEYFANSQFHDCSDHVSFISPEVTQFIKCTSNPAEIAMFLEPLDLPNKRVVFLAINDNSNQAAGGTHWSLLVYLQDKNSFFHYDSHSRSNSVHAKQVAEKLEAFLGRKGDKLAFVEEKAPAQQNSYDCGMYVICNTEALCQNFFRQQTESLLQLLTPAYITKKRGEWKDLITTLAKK
NR3A LBD binder: modulators (binders) of human NR3A ligand-binding domain | NR3A LBD differential scanning fluorimetry, Tm shift; 0% = protein alone, 100% = glycine-bound protein | Tm shift relative to glycine control, % at 25 µM | 340,000 tested, 2.5% active;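 active = melting temperature shift of at least 10% of the positive control shift, at one fixed dose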
PfG6PD inh: PfG6PD (Plasmodium falciparum) enzyme inhibition. 350,000 tested, 0.78% active. PfGluPho enzyme, NADPH resazurin-diaphorase fluorescence. inhibition, % at 20 µM. AID 504690;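 active = inhibition reaching at least a set limit at 20 µM in the primary screen, cut at about 59% in these data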;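 note: 0% = DMSO wells with substrate and 100% = DMSO wells lacking glucose-6-phosphate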
SENP1 inh: SENP1 (human) catalytic domain inhibition; AID 624204; recombinant SENP1 catalytic domain, CyPet-SUMO1-YPet FRET cleavage; inhibition, % at 10 µM; Q9P0U3; 360,000 tested, 0.21% active;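 active = inhibition at least 30% at 10 µM, raw YFP signal under a set limit, fluorescence ratio 0.5 to 1.5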;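 note: 0% = enzyme with DMSO and 100% = no enzyme wells; some results filed as inactive read as strong as hits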
Target sequence (Q9P0U3 419-644 limits assumed): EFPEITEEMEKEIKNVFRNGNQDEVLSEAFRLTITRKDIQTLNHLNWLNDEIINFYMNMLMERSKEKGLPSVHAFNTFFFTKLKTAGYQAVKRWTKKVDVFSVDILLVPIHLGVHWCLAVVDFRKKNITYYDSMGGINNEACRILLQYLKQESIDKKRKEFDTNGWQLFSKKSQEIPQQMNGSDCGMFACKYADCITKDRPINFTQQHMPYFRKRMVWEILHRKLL
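Test system: human SENP1 catalytic domain; medium: Tris pH 8 buffer plus EDTA, NaCl, BME, BSA, NP40, catalase; incubation: 50 min reaction at room temperature; technique: FRET, CFP and YFP emission; controls: no-enzyme low control and enzyme-plus-DMSO high control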
MPTP inh: permeability transition pore inhibition; isolated mouse mitochondria, Ca2+ swelling absorbance, 30 min; inhibition, % at 10 µM; 360,000 tested, 1.4% active; AID 602449;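 active = inhibition of 50% or more, scaled per plate between neutral and stimulator controls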;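 note: 0% = DMSO wells given calcium and 100% = 1 mM EGTA wells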
hIAP act: human IAP activation. AID 2524. purified human IAP, CDP-Star luminescence, 30 min; stronger effect = higher value; 1 = vehicle-only enzyme, 0 = enzyme-free background. 330,000 tested, 0.16% active. P09923. activation factor at 10 µM;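 active = activation factor of the enzyme at least 2-fold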; note: the source names both 10 and 20 µM as test concentration; values of inactives mirror those of a sister screen read the other way
Target sequence (P09923 whole entry, looked up): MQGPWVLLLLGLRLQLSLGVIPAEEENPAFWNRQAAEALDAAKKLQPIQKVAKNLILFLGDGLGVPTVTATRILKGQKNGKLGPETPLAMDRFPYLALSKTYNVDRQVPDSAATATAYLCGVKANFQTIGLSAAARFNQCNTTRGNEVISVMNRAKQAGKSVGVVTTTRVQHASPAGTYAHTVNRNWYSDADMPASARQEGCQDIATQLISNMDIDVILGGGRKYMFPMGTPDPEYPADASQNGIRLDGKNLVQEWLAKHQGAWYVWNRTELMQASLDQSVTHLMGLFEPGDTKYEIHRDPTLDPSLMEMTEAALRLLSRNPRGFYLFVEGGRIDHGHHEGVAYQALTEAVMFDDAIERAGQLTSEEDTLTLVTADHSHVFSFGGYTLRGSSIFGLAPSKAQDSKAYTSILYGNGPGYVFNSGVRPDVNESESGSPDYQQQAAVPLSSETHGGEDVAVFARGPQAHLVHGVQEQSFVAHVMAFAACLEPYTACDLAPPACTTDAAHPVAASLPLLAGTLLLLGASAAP
SENP6 inh: blocks the human protease SENP6; Recombinant SENP6 catalytic domain, aminoluciferin luminescence; inhibition, % at 10 µM; Q9GZR1; AID 2599; 330,000 tested, 1.8% active;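 active = inhibition above about 50% at the single tested dose, limit read from the data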;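 note: plate controls were DMSO wells with enzyme for no effect and DMSO wells lacking enzyme for full effect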
An asterisk follows results filed as active; x = no result given.

SMILES | ATG4B inh | SENP8 inh | NR3A LBD binder | PfG6PD inh | SENP1 inh | MPTP inh | hIAP act | SENP6 inh
CNC(=O)COC(=O)CNC(=O)c1cc(Cl)cc([N+](=O)[O-])c1 | -9 | 12 | -1 | -13 | 1 | -0.5 | 1.2 | -6
CN(C)S(=O)(=O)c1ccc(S(=O)(=O)N(Cc2ccco2)Cc2ccccc2Cl)cc1 | 12 | 6 | -12 | -1 | 0 | 5.0 | 0.92 | -11
O=C1c2ccccc2C(=O)c2c1ccc1c(=O)n(-c3ccccc3)[nH]c21 | -9 | 26 | -9 | -11 | -2 | 3.8 | 0.9 | 14
O=C(O)CN1C(=O)/C(=C/c2ccccc2Cl)Oc2ccccc21 | -1 | -307 | 1 | -24 | -2 | 0.7 | 0.89 | -5
COc1cccc(CNCC(O)(c2ccc(Cl)cc2)c2ccc(Cl)cc2)c1 | -9 | 10 | -8 | 6 | 1 | 4.4 | 0.94 | 5
O=C(O)c1ccc(NCc2ccncc2)cc1 | 13 | 30 | -1 | 0 | 0 | -1.1 | 0.83 | 9
COc1ccc(NC(=O)c2ccc3ncsc3c2)cc1 | -5 | -21 | -10 | 12 | -3 | 2.0 | 1.1 | -6
CCOC(=O)CNc1nc(C(C)(C)C)nc2c1nnn2Cc1ccccc1 | -2 | 14 | -1 | 24 | -1 | 0.1 | 1.1 | 15
CCN(CC)C(=O)Oc1ccc(Cl)c2ccccc12 | 1 | 8 | -7 | 9 | 0 | -0.8 | 0.78 | -7
Cc1cc(OCC(=O)c2cccc(C(F)(F)F)c2)n2cnnc2n1 | 7 | 5 | 0 | -8 | 1 | 1.7 | 1 | 4
O=C(NNC(=O)c1ccc2c(=O)n3c(nc2c1)CCC3)c1ccc(Cl)cc1 | 3 | -5 | 1 | -18 | 2 | -0.2 | 1.1 | -7
O=C(CCCCn1c(=O)[nH]c2ccccc2c1=O)N1CCN(c2cccc(C(F)(F)F)c2)CC1 | -26 | -16 | -13 | 5 | 1 | 5.4 | 1.1 | -7
COCCNC(=O)c1onc(CSc2ccc(C)c(C)c2)c1C(=O)O | -3 | 10 | 4 | -30 | 1 | 0.7 | 0.97 | 3
COc1ccc(-c2nnc(SCC(=O)NCc3cccs3)n2CC(C)C)cc1 | -2 | 17 | -1 | 3 | 2 | 0.5 | 0.9 | -18
CCOP(=O)(OCC)C(Nc1cccc(C)c1)c1ccc(F)cc1 (configuration not stated) | -10 | 5 | -4 | 17 | 2 | 0.3 | 1.1 | -14
COc1ccc(CCNC(=S)N2CCC(Cc3ccccc3)CC2)cc1OC | 2 | 4 | -1 | 0 | 0 | -0.1 | 1.1 | -19
CC(=O)Nc1cc(C(=O)N2CCc3ccccc3C2)ccc1Sc1ccc(F)cc1 | 24 | 8 | -3 | -10 | 1 | 4.1 | 0.91 | -13
COc1ccc(N(CC(=O)Nc2cc(C)cc(C)c2)S(=O)(=O)c2ccccc2[N+](=O)[O-])c(OC)c1 | 0 | 18 | -8 | 4 | 2 | -3.1 | 0.96 | -14
Cc1nonc1C(=O)N/N=C/c1cccc(O)c1 | 1 | 14 | 6 | -7 | 1 | -0.7 | 1.1 | 84*
C=CCNC(=O)COc1ccc(S(=O)(=O)NC2CCCCC2)cc1 | -5 | 7 | 1 | 0 | 1 | -1.7 | 1.2 | 2
COc1ccc(C(=O)OCC(=O)Nc2cccc(C(C)=O)c2)cc1OC | -8 | 12 | -2 | 9 | 2 | -2.0 | 1.1 | -22
Cn1c(=O)c2c(nc(C(O)c3ccccc3)n2C)n(C)c1=O (configuration not stated) | -10 | 16 | 0 | -1 | 0 | -1.4 | x | x
O=C(CN1C(=O)NC2(CCCCCC2)C1=O)N1CCN(S(=O)(=O)c2ccc(Cl)cc2)CC1 | -10 | 13 | -1 | 2 | 0 | -3.7 | 0.76 | 3
O=C(Nc1ccc2c(c1)OCO2)C1CCCN1C(=O)NCc1ccccc1 (configuration not stated) | -10 | 15 | 0 | 10 | 2 | -2.3 | 0.83 | 5
COc1ccc(CN2C[C@]3(CO)O[C@@H](CO)C[C@@H]3S2(=O)=O)cc1 | 0 | -2 | 0 | 2 | 1 | 0.2 | x | x

Single records, as listed above. Screens in order: ATG4B inh | SENP8 inh | NR3A LBD binder | PfG6PD inh | SENP1 inh | MPTP inh | hIAP act | SENP6 inh
Listed for Cn1c(=O)c2c(nc(C(O)c3ccccc3)n2C)n(C)c1=O (configuration not stated) → -10 | 16 | 0 | -1 | 0 | -1.4 | x | x
Listed for O=C(O)CN1C(=O)/C(=C/c2ccccc2Cl)Oc2ccccc21 → -1 | -307 | 1 | -24 | -2 | 0.7 | 0.89 | -5
Listed for CC(=O)Nc1cc(C(=O)N2CCc3ccccc3C2)ccc1Sc1ccc(F)cc1 → 24 | 8 | -3 | -10 | 1 | 4.1 | 0.91 | -13
Listed for COc1ccc(-c2nnc(SCC(=O)NCc3cccs3)n2CC(C)C)cc1 → -2 | 17 | -1 | 3 | 2 | 0.5 | 0.9 | -18
Listed for CNC(=O)COC(=O)CNC(=O)c1cc(Cl)cc([N+](=O)[O-])c1 → -9 | 12 | -1 | -13 | 1 | -0.5 | 1.2 | -6

The list continues:
SMILES | ATG4B inh | SENP8 inh | NR3A LBD binder | PfG6PD inh | SENP1 inh | MPTP inh | hIAP act | SENP6 inh
CC(NS(=O)(=O)c1ccc(Br)cc1)C(=O)NCCc1ccccc1 (configuration not stated) | -4 | 18 | 0 | -9 | 1 | 0.5 | 0.94 | 6
COc1ccc(SC[C@H](Cc2ccccc2)N2CC[C@@H](C)CCC2=O)cc1 | 1 | 11 | 0 | 7 | 1 | -0.6 | 1 | -2
Cc1cccc(C)c1NC(=O)c1ccc(N2CCCC2=O)cc1 | 8 | 12 | 1 | -14 | 0 | -2.2 | 0.98 | -7
COc1ccccc1N1CC(C)(C)C(=O)N(C(=O)c2ccc(C)cc2)C1=S | -9 | 12 | 2 | 10 | 3 | 4.8 | 0.94 | -8
Cc1cccc(NC(=S)NC2CC3C=CC2C3)c1 (configuration not stated) | -1 | 8 | 0 | -7 | 1 | 14 | 0.9 | -16
CCN(CC(=O)Nc1c(F)cccc1F)C(=O)c1ccc2c(c1)OCCO2 | 11 | 3 | 0 | 0 | -1 | -0.4 | 1.1 | -13
Cc1cc(=O)n2c3ccccc3n(CC(O)CN3CCOCC3)c2c1C#N (configuration not stated) | -2 | -165 | 1 | -2 | -1 | -1.0 | 1.2 | -1
Cc1ccc(CNC(=O)CN(c2ccc(C)cc2)S(=O)(=O)c2c(C)n[nH]c2C)cc1 | -9 | 12 | 0 | -13 | 4 | 0.0 | 1.6 | -17
O=C(NCCc1ccccc1)C1CCN(S(=O)(=O)N2CCCC2)CC1 | -1 | 14 | -1 | -9 | 2 | -1.8 | 1.1 | -8
CC(C)(C)c1ccc(NC(=O)c2ccsc2)cc1 | 11 | 21 | 1 | 39 | 3 | 1.8 | 0.86 | 86*
CC(=O)OCCOCn1cnn2c(=O)c(Br)c(C)nc12 | 1 | 20 | -1 | -3 | 0 | -1.4 | 0.99 | 14
CCCCCCC1CC(/C(C)=N\NC(N)=O)OC1=O (configuration not stated) | 5 | 15 | 1 | -11 | 2 | -0.3 | 1 | 2
COc1ccc(CC(=O)NNC(=O)CSc2nnc(Cc3ccc(OC)cc3)n2-c2ccccc2)cc1 | 0 | 22 | 1 | 2 | 0 | 0.2 | 1 | -11
Cc1cccnc1NC(=O)C1CCC1 | 4 | 5 | 2 | -12 | 1 | 0.3 | 1.1 | -14
O=C(NC(CO)c1ccccc1)c1ccco1 (configuration not stated) | -3 | 17 | -2 | -9 | 2 | -0.8 | 1.1 | 1
CC(=O)c1cccc(NC(=S)NC(=O)c2cccc(Cl)c2)c1 | 8 | 22 | -3 | -1 | 3 | -0.4 | 0.82 | -5
C/C(=N\NC(N)=O)C1CC(CC(C)C)C(=O)O1 (configuration not stated) | 3 | 16 | -2 | -4 | 1 | -0.8 | 1.2 | -13
NC(=O)CC(NC(=O)c1ccc(Br)cc1)c1ccc(NC2CCCCCCC2)c([N+](=O)[O-])c1 (configuration not stated) | 6 | 28 | -5 | 5 | 9 | -0.6 | 0.99 | -9
COc1ccccc1CN1CCN(S(=O)(=O)c2ccccc2)CC1 | -9 | 2 | 1 | 13 | 0 | 0.8 | 1.2 | -6
Fc1ccc(NC(=S)NCCc2ccccn2)cc1 | -5 | 12 | -2 | 7 | -1 | -1.5 | 1 | -4
COCc1cc(C)nc(OCC(=O)N/N=C/c2ccc(C)o2)c1C#N | 6 | -34 | -1 | -25 | -1 | 3.1 | 1.2 | 7
CC(C)CNC(=O)COC(=O)c1c2c(nc3ccccc13)/C(=C\c1cccs1)CC2 | 0 | -468 | 5 | 2 | -35 | 0.1 | x | x
CC(C)C(=O)Nc1cccc(-c2nc3ccccc3o2)c1 | -7 | -15 | 2 | 3 | 1 | 0.2 | 0.96 | -2
CN(CCNC(=O)C1CC(=O)N(c2ccc(F)c(Cl)c2)C1)Cc1ccccc1 (configuration not stated) | 5 | 3 | -1 | -16 | -1 | -0.5 | 1.1 | -8
COc1ccc(CNS(=O)(=O)c2ccc3c(c2)NC(=O)C(C)S3)cc1 (configuration not stated) | -3 | 6 | -1 | -12 | 2 | 1.3 | 1.1 | -15

Records listed so far printed as active in SENP6 inh.
SMILES | ATG4B inh | SENP8 inh | NR3A LBD binder | PfG6PD inh | SENP1 inh | MPTP inh | hIAP act | SENP6 inh
Cc1nonc1C(=O)N/N=C/c1cccc(O)c1 | 1 | 14 | 6 | -7 | 1 | -0.7 | 1.1 | 84*
CC(C)(C)c1ccc(NC(=O)c2ccsc2)cc1 | 11 | 21 | 1 | 39 | 3 | 1.8 | 0.86 | 86*

Later entries
SMILES | ATG4B inh | SENP8 inh | NR3A LBD binder | PfG6PD inh | SENP1 inh | MPTP inh | hIAP act | SENP6 inh
C[C@@H]1CN([C@@H](C)CO)C(=O)c2c(c3ccccc3n2C)-c2ccccc2CO[C@H]1CN(C)C(=O)[C@H](Cc1ccccc1)N(C)C | x | -28 | x | 1 | -3 | -1.0 | x | x
CC(C)(Oc1ccc(Cl)cc1)C(=O)OCc1nc2ccsc2c(=O)[nH]1 | -5 | 1 | 0 | -3 | 1 | -2.0 | 0.95 | -2
CC(C)c1ccc(NC(=O)C2CCCN(S(=O)(=O)c3cnc[nH]3)C2)cc1 (configuration not stated) | -10 | -2 | -5 | 9 | 1 | 0.1 | 1.1 | -4
O=C(Nc1ccc(Br)cc1)c1cccc(S(=O)(=O)Nc2cnc3ccccc3c2)c1 | 5 | 4 | 41* | -50 | 1 | 108* | 0.94 | -14
O=C(Cc1ccccc1)Nc1ccccc1C(=O)N1CCN(c2ccccc2)CC1 | 7 | 13 | 0 | 20 | 2 | 0.4 | 1.1 | -5
COc1cccc(NC(=O)C(=O)NCCC2CCCCN2S(=O)(=O)c2cccs2)c1 (configuration not stated) | -8 | 6 | 5 | 12 | 0 | -0.4 | 1 | 18
CN(Cc1ccon1)Cc1cn(C)nc1-c1ccc(Oc2ccccc2)cc1 | -8 | 12 | -1 | 6 | 2 | 2.3 | 0.97 | 17

Sorted by value in MPTP inh (rising): some entries from above.
SMILES | ATG4B inh | SENP8 inh | NR3A LBD binder | PfG6PD inh | SENP1 inh | MPTP inh | hIAP act | SENP6 inh
CC(C)(Oc1ccc(Cl)cc1)C(=O)OCc1nc2ccsc2c(=O)[nH]1 | -5 | 1 | 0 | -3 | 1 | -2.0 | 0.95 | -2
C[C@@H]1CN([C@@H](C)CO)C(=O)c2c(c3ccccc3n2C)-c2ccccc2CO[C@H]1CN(C)C(=O)[C@H](Cc1ccccc1)N(C)C | x | -28 | x | 1 | -3 | -1.0 | x | x
O=C(Cc1ccccc1)Nc1ccccc1C(=O)N1CCN(c2ccccc2)CC1 | 7 | 13 | 0 | 20 | 2 | 0.4 | 1.1 | -5

Assay outcomes as filed in PubChem.
